DAX1 inh-1 = inhibitors of human orphan nuclear receptor DAX1 (NR0B1). inhibition, % at 6.75 µM. AID 504766. HEK293 Gal4-DAX1 luciferase reporter, luminescence. actives 0.99% (n = 340,000);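 active = inhibition above the mean over all tested compounds plus 3 SD, cut at about 4.2% in these data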;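 also: 0% = DAX1-transfected cells with DMSO and 100% = empty-vector control cells with DMSO; inhibition shows as a rise in luminescence from relieved DAX1 repression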
Target sequence (P51843 207-470 limits assumed): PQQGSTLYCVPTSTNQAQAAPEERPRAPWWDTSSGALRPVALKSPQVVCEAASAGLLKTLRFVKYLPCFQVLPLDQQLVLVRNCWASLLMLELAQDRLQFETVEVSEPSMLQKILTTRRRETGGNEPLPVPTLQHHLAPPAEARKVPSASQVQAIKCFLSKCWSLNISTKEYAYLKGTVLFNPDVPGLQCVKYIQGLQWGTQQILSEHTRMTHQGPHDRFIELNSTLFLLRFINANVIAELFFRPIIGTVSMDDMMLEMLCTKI
DAX1 inh-2 = blocks DAX1 repression of SF-1 activated StAR promoter. HEK293T StAR-luciferase reporter, SF-1/DAX-1 repression relief. inhibition, % at 6.8 µM. actives 1.1% (n = 370,000). AID 652010;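 active = inhibition above the mean over all tested compounds plus 3 SD, cut at about 3.6% in these data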;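 also: 0% = DAX-1 cells with DMSO and 100% = cells lacking DAX-1 with DMSO; higher inhibition means more luminescence from relief of DAX-1 repression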
ssDAF12 agonist = activates DAF-12 receptor from parasite S. stercoralis; activation, % at 6.8 µM; actives 1% (n = 370,000); HEK293 ssDAF-12/GRIP1 lit1-tk-luc reporter, luminescence; % of 3 µM dafachronic acid response; AID 652126;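 active = activation above the mean over all tested compounds plus 3 SD, cut at about 0.9% in these data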;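 also: 0% = DMSO-only wells and 100% = 3 µM delta7-dafachronic acid wells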
hgDAF12 agonist = activates the H. glycines DAF-12 receptor ligand-binding domain | HEK293 GAL4-hgDAF12 UAS-luciferase reporter, agonist luminescence; normalized to butyrate control | activation, % at 6.8 µM | actives 1.8% (n = 370,000) | AID 687014;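 active = activation above a cutoff set at the mean of all screened compounds plus 3 SD, cut at about 10% in these data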;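 also: 0% = DMSO wells and 100% = sodium butyrate wells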
hcDAF-12 act = activates DAF-12 receptor from parasite H. contortus; actives 1.4% (n = 370,000); activation, % at 6.8 µM; AID 652067; HEK293 hcDAF-12 lit1-tk-luc reporter, luminescence; 0% DMSO, 100% Δ7-dafachronic acid;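 active = activation above the mean of all tested compounds plus 3 SD, cut at about 5.5% in these data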;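 also: 100% = response to 3 µM Δ7-dafachronic acid high control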
SMARCA2 act = activators of SMARCA2 function. MG213 cells, MMTV-luciferase reporter, dexamethasone, overnight. activation, % at 9.1 µM. actives 1% (n = 370,000). AID 652017; in the data active = activation above about 7.8%;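 also: 0% = vehicle wells and 100% = reference activator wells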
ADAM10 inh = inhibits human ADAM10. actives 0.62% (n = 370,000). recombinant ADAM10, EDANS/DABCYL FRET peptide cleavage, 3 h. inhibition, % at 7 µM. O14672. AID 720582;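 active = inhibition above a per-campaign cutoff equal to the mean of compounds falling between control-based bounds plus 3 SD, cut at about 20% in these data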;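 also: 0% = DMSO wells while the 100% control is not disclosed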
NPR2 activator = GC-B (human) receptor activation | P20594 | HEK293-GC-B cells, CNP EC30, cGMP TR-FRET; 0% at EC30 CNP, 100% saturating CNP | activation, % at 10 µM | actives 0.11% (n = 370,000) | AID 1920062;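 active = activation at 10 µM reaching about 35% in either raw or pattern-adjusted values, limit read from the data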
sPLA2-III inh = Blocks human group III sPLA2 activity; actives 0.56% (n = 370,000); AID 743126; inhibition, % at 12.2 µM; Q9NZ20; QFRET BODIPY PC-A2 liposome hydrolysis, fluorescence;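 active = inhibition above mean plus 3 SD of compounds lying within the high and low control bounds, cut at about 19% in these data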;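 also: 0% = median of test compound wells and 100% = no enzyme DMSO wells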
Target sequence (Q9NZ20 whole entry, looked up): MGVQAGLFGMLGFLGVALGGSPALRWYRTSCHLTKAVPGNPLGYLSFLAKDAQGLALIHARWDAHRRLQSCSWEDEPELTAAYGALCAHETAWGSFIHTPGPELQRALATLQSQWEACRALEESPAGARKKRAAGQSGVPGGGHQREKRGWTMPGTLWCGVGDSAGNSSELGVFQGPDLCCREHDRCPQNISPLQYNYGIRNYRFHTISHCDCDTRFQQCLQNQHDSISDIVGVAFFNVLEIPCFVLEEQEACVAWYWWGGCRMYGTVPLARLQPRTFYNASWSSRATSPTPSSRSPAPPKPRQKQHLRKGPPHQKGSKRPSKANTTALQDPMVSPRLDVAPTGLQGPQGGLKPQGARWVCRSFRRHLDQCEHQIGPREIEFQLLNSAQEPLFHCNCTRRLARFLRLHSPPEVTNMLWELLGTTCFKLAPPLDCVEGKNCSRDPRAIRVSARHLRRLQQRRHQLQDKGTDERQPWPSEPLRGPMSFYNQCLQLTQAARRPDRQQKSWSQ
NPR1 activator = GC-A (human) enzyme activation | P16066 | HEK293 GC-A cells, cGMP TR-FRET, EC30 ANP; 0% at EC30 ANP, 100% saturating ANP | activation, % at 10 µM | actives 0.14% (n = 370,000); in the data active = activation above about 40%
GAA850 FXN act = activators of GAA850 frataxin (FXN) promoter; activation, % at 6 µM; AID 540364; actives 0.56% (n = 360,000); HEK293 lucGAA850 FXN promoter luciferase reporter, 24 h; percent of 10 µM SAHA response;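 active = activation above the average of all compounds screened plus 3 SD, cutoff fixed separately per campaign, cut at about 7.5% in these data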;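 also: 0% = DMSO wells and 100% = 10 µM SAHA wells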
Starred values were filed as active, the others as inactive; i = inactive; x = not tested or not shown. Outcome played no part in choosing rows (roughly 6.6% active in at least one column).

canonical_smiles,DAX1 inh-1,DAX1 inh-2,ssDAF12 agonist,hgDAF12 agonist,hcDAF-12 act,SMARCA2 act,ADAM10 inh,NPR2 activator,sPLA2-III inh,NPR1 activator,GAA850 FXN act
O=C(NNC(=O)c1ccc2c(c1)OCO2)NC1CCCCC1,0.7,-0.6,-1.1,1.8,-1.0,4,3,0,0,-1,-1.4
CC(C)CN(C(=O)c1ccc(N2CCCC2=O)cc1)C1CCS(=O)(=O)C1 (stereo not given),1.5,1.3,-0.7,0.1,-0.1,2,-3,2,4,1,2.9
CCCC1(C(=O)OCC)NC(c2ccc(N(C)C)cc2)C2C(=O)N(c3ccc4c(c3)OCCO4)C(=O)C21 (stereo not given),-0.3,0.4,-1.1,-2.1,-0.5,2,1,2,1,1,3.4
Oc1c(Br)cc(Br)cc1CNc1cccc2cccnc12,-1.4,-1.0,0.5,-7.7,0.7,3,10,-6,8,-2,0.4
COCCOC1CCN(C(=O)c2ccc(OC)c(OC3CCN(C(C)C)CC3)c2)CC1,0.5,0.1,-0.9,1.3,3.6,-2,-8,-2,6,5,1.2
O=C(Nc1ccc(Nc2ccccc2)cc1)C(Cl)(Cl)Cl,-0.2,-0.9,-0.6,2.4,-1.0,-2,26*,8,13,2,2.7
COc1ccc(OC)c(C=Nc2ccccc2-c2nc3ccccc3[nH]2)c1,2.8,1.8,0.1,12*,2.7,5,i,-9,0,-28,4.4
CC1(NC(=O)Nc2cc([N+](=O)[O-])ccc2O)CCS(=O)(=O)C1 (stereo not given),0.4,0.6,-1.4,2.3,-0.8,7,4,-3,0,-2,-0.4
COC(=O)c1oc2ccc(Br)cc2c1NC(=O)c1ccccc1,0.2,-0.5,-1.2,2.8,-0.5,3,11,-11,4,-7,-0.3
CCCNS(=O)(=O)c1ccc(Oc2ncc(C(F)(F)F)cc2Cl)cc1,0.6,-0.8,-1.3,-2.0,-2.0,1,8,2,-9,-6,-0.4
O=C(NCc1cccnc1)c1cccc(NS(=O)(=O)c2ccc(Br)cc2)c1,-2.6,-5.1,-1.9,-0.1,-2.6,-2,1,3,-29,-7,-5.6
[O-][n+]1onc2c1CCc1nnccc1-2,0.1,-0.2,-1.6,-1.7,0.8,-4,-8,2,-1,-1,2.2
O=C(O)CCn1c(=O)n(CCC(=O)O)c(=O)n(CCC(=O)O)c1=O,0.5,-0.7,-1.1,-1.4,-0.7,-1,-8,0,3,1,-2.3
C=CC[C@]12C=C(OC)C(=O)C=C1O[C@@H](c1ccc3c(c1)OCO3)[C@H]2C,-0.3,0.5,-1.7,-1.4,-2.8,-4,-15,-4,3,0,3.2
Cc1cccc(NS(=O)(=O)c2ccc(C(=O)N3CC(C)OC(C)C3)cc2)c1C (stereo not given),-2.2,-2.3,-0.8,-1.7,-1.8,-1,-7,-7,-9,0,0.0
O=C(CCCn1c(=O)oc2ccccc21)Nc1cccnc1,0.7,0.3,-0.4,0.6,-0.8,-2,-1,-3,4,-1,-1.1
COc1cccc(C2=CC(=O)C[C@H](c3ccc(Cl)cc3)C2)c1,1.1,-0.1,-1.6,-1.6,-1.4,-2,3,1,-3,1,1.3
CS(=O)(=O)Oc1ccc2c(c1)O/C(=C\c1cccc([N+](=O)[O-])c1)C2=O,0.3,-0.9,-1.4,-1.5,1.8,0,-21,-4,1,3,1.2
CCOC(=O)N1CCC2(CC1)CC(=O)c1c(ccc3oc(C(=O)O)c(C)c13)O2,1.0,-0.4,-0.8,-0.1,-0.5,1,i,7,-1,1,-1.2
CC[C@H]1C/C=C\Cc2ccccc2[C@@H](C(=O)C[C@@H](O)CC(C)=O)OC1=O,-0.8,0.0,-0.7,3.5,-0.1,0,-6,0,-3,4,2.4
Cc1cc(C)nc(NS(=O)(=O)c2ccc(NCN3C(=O)c4ccccc4C3=O)cc2)n1,-1.4,-0.1,-1.0,-4.3,0.6,-2,-17,3,13,1,-0.3
COc1ccc(N(CC(=O)NCCSCc2cccc(Cl)c2)S(C)(=O)=O)cc1Cl,0.2,0.1,-1.4,-0.8,-3.4,-3,13,-4,-12,-10,7.3
CC(C)NC(=O)N1CCC(c2nc3ccccc3s2)CC1,-0.1,-0.3,-1.5,-1.0,-1.2,-2,-1,-6,13,-5,0.7
COc1cc(NC(=O)COC(=O)/C=C/c2c(C)nn(-c3ccc(F)cc3)c2Cl)cc(OC)c1,-0.1,0.0,-1.8,-0.4,-0.4,-1,0,-4,-5,-2,0.6
O=C(NCC1CCCCC1)c1cc(S(=O)(=O)N2CCCCC2)ccc1Cl,-1.0,0.1,-1.0,3.9,-0.1,-2,-9,2,10,0,-0.4
O=C(NCCC1CCCCN1S(=O)(=O)c1cccs1)C(=O)Nc1ccccc1F (stereo not given),0.4,0.3,-1.3,1.3,-0.1,1,3,3,0,1,0.5
C=CCn1cccc(C(=O)Nc2ccc(OC)c(OC)c2)c1=O,x,-0.5,-1.0,2.6,-2.7,2,-4,-3,3,-2,2.9
Cc1c(CC(=O)NCCCC(=O)O)c(=O)oc2cc3occ(-c4ccccc4)c3cc12,-0.3,-0.1,-1.3,-3.3,1.3,-1,-42,0,7,0,1.9
CC1CCN(C(=O)CN2c3cccc4cccc(c34)S2(=O)=O)CC1,-0.3,-2.1,-0.9,2.6,-1.5,0,-359,-8,-2,0,-0.8
CCOC(=O)C1CCCN(c2ccc(NC(=O)c3snc4c(=O)[nH]c(C)nc34)cc2)C1 (stereo not given),0.4,0.0,-1.7,-0.9,-1.4,-1,-14,2,-2,17,2.2
Cc1ncoc1C(=O)N1CCCC(CCC(=O)NCc2ccccc2F)C1 (stereo not given),1.5,0.1,-1.5,3.3,-0.9,1,1,0,-2,-3,0.9
O=[N+]([O-])c1ccc(Oc2ccc(F)cc2Br)c2ccncc12,1.7,-0.4,-1.1,1.0,-1.5,1,-5,-8,8,-1,-0.8
CC(C)OC(=O)CSc1nc2cccnc2n1-c1ccc(F)cc1,-0.6,-0.7,-1.1,-2.1,-2.8,-3,-3,10,3,-2,-1.1
COC(=O)c1ccccc1NC(=O)CSc1ccccn1,-0.4,0.0,-1.1,1.5,1.8,0,-5,-4,0,-2,3.4
N#CCC(=O)N/N=C1\CCCCC1C1CCCCC1 (stereo not given),0.1,0.1,-1.7,0.9,0.8,-3,-6,5,-19,2,0.2
COc1ccc(C(CC(=O)NCc2ccco2)c2ccc(F)cc2)cc1 (stereo not given),4.1,-0.8,-0.9,0.3,-1.1,-4,-8,-7,-7,-5,-3.2
CCc1ccc(-c2cc(C)no2)cc1S(=O)(=O)N1CCOc2ccc(C)cc21,-0.1,0.0,-0.6,1.6,-1.8,-3,5,-4,-1,-5,1.9
O=C(c1cccc(F)c1)N(Cc1nc2ccccc2c(=O)[nH]1)C1CCCC1,-0.7,0.6,-1.4,-3.6,-0.6,1,-4,-4,-9,-11,-2.7
CC(=O)c1csc(Nc2ccccc2Cl)n1,8.7*,0.4,-0.6,6.9,1.3,2,3,-2,-1,-1,1.6
Cc1ccc(CN2CCC(CO)(CC3CCCCO3)CC2)o1 (stereo not given),-1.2,0.3,-0.8,0.8,-1.3,-2,-1,-1,-1,2,-0.8
COc1ccc(-c2nc(CS(=O)(=O)CC(=O)Nc3ccc(Cl)cc3)c(C)o2)cc1,0.4,-1.4,-1.5,3.1,0.7,-3,1,0,-26,-14,-1.2
CCNc1ccc(S(=O)(=O)N(C)C)cc1NCC(=O)Nc1ccccc1F,0.8,-0.3,-1.6,0.4,-0.8,0,8,-1,3,-3,-0.2
O=C1CC(N2CCC(C(=O)N3CCCCC3)CC2)C(=O)N1 (stereo not given),-0.9,-0.5,-1.5,-1.5,0.9,0,-7,4,5,1,-0.5
Cc1ccc(S(=O)(=O)N2CCN(C(=O)c3cc(S(=O)(=O)N(C)C)ccc3N3CCCC3)CC2)cc1,0.1,0.5,-0.7,-1.4,0.4,1,-9,-6,11,-3,0.9
CN(Cc1ccccc1)C(=O)COC(=O)c1cc(=O)c2ccccc2o1,-2.2,-0.3,-1.1,2.2,-0.8,-6,-10,-7,9,-4,-2.5

Of the compounds above, these have four or more nitrogen atoms:
canonical_smiles,DAX1 inh-1,DAX1 inh-2,ssDAF12 agonist,hgDAF12 agonist,hcDAF-12 act,SMARCA2 act,ADAM10 inh,NPR2 activator,sPLA2-III inh,NPR1 activator,GAA850 FXN act
[O-][n+]1onc2c1CCc1nnccc1-2,0.1,-0.2,-1.6,-1.7,0.8,-4,-8,2,-1,-1,2.2
Cc1cc(C)nc(NS(=O)(=O)c2ccc(NCN3C(=O)c4ccccc4C3=O)cc2)n1,-1.4,-0.1,-1.0,-4.3,0.6,-2,-17,3,13,1,-0.3
CCOC(=O)C1CCCN(c2ccc(NC(=O)c3snc4c(=O)[nH]c(C)nc34)cc2)C1 (stereo not given),0.4,0.0,-1.7,-0.9,-1.4,-1,-14,2,-2,17,2.2
CCNc1ccc(S(=O)(=O)N(C)C)cc1NCC(=O)Nc1ccccc1F,0.8,-0.3,-1.6,0.4,-0.8,0,8,-1,3,-3,-0.2
Cc1ccc(S(=O)(=O)N2CCN(C(=O)c3cc(S(=O)(=O)N(C)C)ccc3N3CCCC3)CC2)cc1,0.1,0.5,-0.7,-1.4,0.4,1,-9,-6,11,-3,0.9

Assay outcomes (PubChem)
